# Compound activity from PubChem.
# TEAD-YAP inh: TEAD-YAP interaction inhibition, primary screen, TEAD-YAP interaction inhibitor project, luminescence, HEK-TIYL cells. TEAD-Gal4/YAP UAS-luciferase luminescence. inhibition, % at 9.12 µM. 640,000 tested, 1.4% active; in the data active means inhibition above about 32%;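 further: 0% = median of test compound wells and 100% = reference inhibitor wells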
# MITF primary: MITF inhibitors, primary screen, biochemical, AlphaScreen, human. inhibition, % at 2.6 µM. Microphthalmia-associated transcription factor (Homo sapiens), O75030. AlphaScreen MITF homodimerization, bead proximity signal. 650,000 tested, 0.91% active; in the data active means inhibition above about 50%;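 further: 0% = vehicle wells with protein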
# Target sequence (O75030 whole entry, looked up): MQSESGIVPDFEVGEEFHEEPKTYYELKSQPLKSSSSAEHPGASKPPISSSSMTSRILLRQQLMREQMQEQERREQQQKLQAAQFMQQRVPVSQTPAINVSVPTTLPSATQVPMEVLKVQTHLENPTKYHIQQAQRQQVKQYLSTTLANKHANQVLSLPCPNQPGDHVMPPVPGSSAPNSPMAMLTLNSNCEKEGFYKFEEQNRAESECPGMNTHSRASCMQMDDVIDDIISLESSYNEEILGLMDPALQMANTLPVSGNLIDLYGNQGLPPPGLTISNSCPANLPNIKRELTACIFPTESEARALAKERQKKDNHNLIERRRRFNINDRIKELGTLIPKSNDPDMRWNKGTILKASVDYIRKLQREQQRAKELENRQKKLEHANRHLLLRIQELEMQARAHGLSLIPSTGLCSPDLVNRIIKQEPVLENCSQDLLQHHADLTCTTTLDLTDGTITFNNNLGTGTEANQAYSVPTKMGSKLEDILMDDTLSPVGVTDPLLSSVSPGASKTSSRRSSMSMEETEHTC
# FBW7 act: FBW7 E3 ligase activators, primary screen, biochemical, AlphaScreen, human; AID 1259310, 2017; 650,000 tested, 0.13% active; normalized activity (activation), % at 26.1 µM; AlphaScreen FBW7–phospho-cyclin E peptide binding, activator screen; in the data active means normalized activity above about 1.9%;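 further: purified mutant Fbw7 with reduced substrate affinity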
# GPR151 ag: activators of human GPR151, primary screen, cell-based, PathHunter beta-arrestin, luminescence | G-protein coupled receptor 151 (Homo sapiens), Q8TDV0 | PathHunter beta-arrestin GPR151 cells | activation, % at 11.2 µM | 650,000 tested, 1% active; in the data active means activation above about 4.9%;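 further: 0% = median of compound wells and 100% = cells with positive control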
# Target sequence (Q8TDV0 whole entry, looked up): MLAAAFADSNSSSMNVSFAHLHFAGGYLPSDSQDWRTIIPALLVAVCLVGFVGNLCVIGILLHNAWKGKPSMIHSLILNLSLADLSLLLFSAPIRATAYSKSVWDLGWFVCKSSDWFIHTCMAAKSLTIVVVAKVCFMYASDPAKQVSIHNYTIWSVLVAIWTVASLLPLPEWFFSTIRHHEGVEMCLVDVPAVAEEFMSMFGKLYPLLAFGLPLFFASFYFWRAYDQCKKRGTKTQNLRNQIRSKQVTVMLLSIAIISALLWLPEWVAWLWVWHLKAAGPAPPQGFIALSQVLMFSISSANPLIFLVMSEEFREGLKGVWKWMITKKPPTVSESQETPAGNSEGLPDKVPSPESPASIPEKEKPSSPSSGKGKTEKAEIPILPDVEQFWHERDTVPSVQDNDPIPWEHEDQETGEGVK
# Numbers without * were called inactive; & = joins results of further samples. Outcome played no part in choosing rows; 3.4% or so of the library scored in one or more.
SMILES,TEAD-YAP inh,MITF primary,FBW7 act,GPR151 ag
O=C(N/N=C\c1ccc(F)cc1)c1cccc2cc[nH]c12,-5,11,0.5,0.0
O=C(Cc1cn(-c2ccc(NCCCN3CCCC3=O)nn2)c2ccccc12)NCc1cccnc1,0,-2,0.1,-0.3
O=S(=O)(Nc1ccc(O)c(CN2CCCCC2)c1)c1ccccc1,-2,4,0.1,-1.6
COCCCN1C(=S)NC2c3cc(C)ccc3OC1(C)C2C(=O)Nc1ccc(C)cc1C (centres undefined),14,5,0.2,0.0
CCOc1cc(C2NC(=O)c3ccccc3N2)ccc1O (centres undefined),-1,9,0.0,-0.8
CCOC(=O)c1c(C)n(C)c2cc(Br)c(O)c(CN(C)C)c12,4,-6,-0.1,1.4
CN1CCN(S(=O)(=O)c2ccc(NC(=O)C3CCCCC3C(=O)O)cc2)CC1 (centres undefined),0,14,0.2,2.6
COc1cccc(NC(=O)NCC(c2ccc(N(C)C)cc2)N2CCN(C)CC2)c1OC (centres undefined),7,4,0.0,0.1
CN(Cc1ncc[nH]1)C(=O)c1ccc(-c2ccc(F)cc2)nc1N1CCCC(CO)C1 (centres undefined),-7,13,0.1,-0.3
C=CCn1c(SCCC)nc2sc3c(c2c1=O)CCCC3,2,11,0.9,-1.7
COc1ccc(CNc2ccnc3c(-c4ccc(N(C)C)cc4)cnn23)cc1,-23,20,0.3,1.1
CCc1ccc(NC(=O)CSc2nc3n[nH]c(C)c3c(=N)n2-c2cccc(OC)c2)cc1,30,1,0.2,3.8
O=C(CCl)N1c2ccccc2CCc2ccccc21,29,4,-1.1,0.6
CCCOc1ccc(/C=C2\C(=O)NC(=O)N(c3ccc([N+](=O)[O-])cc3)C2=O)cc1,6,10,0.0,-2.0
Cc1cc(OCC(=O)Nc2ccc(C#N)cc2)ccc1Br,1,4,0.0,1.0
Cc1cc2[nH]c(=O)c(=O)[nH]c2cc1S(=O)(=O)N(C)C1CCCCC1,6,-9,-0.2,-0.8
CCOC(=O)c1ccccc1NC(=O)COC(=O)CN1C(=O)NC(C)(C)C1=O,1,-8,-0.1,0.9
COC1CCCC(C(=O)Nc2ccc(-c3cn4c5c(nnc4n3)CCCC5)cc2)C1 (centres undefined),-9,0,-0.2,-1.6
Cc1ccc(C2=NS(=O)(=O)N(C)C(C(=O)Nc3cnn(Cc4ccccc4C)c3)=C2)cc1,-6,23,0.5,-1.2
CCOCCCNC(=O)c1c[nH]c2ccc(S(=O)(=O)N(C)c3ccc(Br)cc3)cc2c1=O,1,0,-0.1,0.5

# Part of the list above, reformatted.
# Second line of a record – TEAD-YAP inh, MITF primary, FBW7 act, GPR151 ag
COCCCN1C(=S)NC2c3cc(C)ccc3OC1(C)C2C(=O)Nc1ccc(C)cc1C (centres undefined)
    14, 5, 0.2, 0.0
CCOC(=O)c1c(C)n(C)c2cc(Br)c(O)c(CN(C)C)c12
    4, -6, -0.1, 1.4

# New compounds follow
SMILES,TEAD-YAP inh,MITF primary,FBW7 act,GPR151 ag
Cc1nc(NC2CCN(CC(=O)Nc3ccc4c(c3)OCCO4)CC2)[nH]c(=O)c1C,-5,-22,0.9,-0.3
COc1cc(OC)c(C(=O)OCCOc2ccccc2)cc1OC,-21,19,0.2,-1.5
CCCOc1ccc(NC(=O)C2CC(=O)N(C(C)C)C2)cc1 (centres undefined),0,-4,-0.1,-0.6
CCCCNc1sc(S(C)(=O)=O)nc1S(=O)(=O)c1ccc(C)cc1,-2,0,-0.1,0.5
CC1CCCC(C)N1C(=O)c1cccc([N+](=O)[O-])c1 (centres undefined),-4,-5,-0.1,-0.4
CC(C)c1ccc(NC(=O)C(c2cc3c(cc2[N+](=O)[O-])OCO3)N(C)Cc2ccccc2)cc1 (centres undefined),-10,-2,0.7,-0.5
COc1cc(Nc2ccc(NC(=O)c3ccco3)cc2)nc(C)n1,1,-14,0.1,-0.2
Clc1ccc(-n2ncc3c(N4CCN(c5ccccc5)CC4)ncnc32)cc1,-1,5,0.2,0.8
Nc1nc(NCCc2ccc(O)cc2)cc(-c2cccs2)n1,-33,7,-0.1,-1.1
CC(C)C(Br)C(=O)Nc1cccc2ccccc12 (centres undefined),-3,-9,0.1,0.1
COC(=O)N1CCS(=O)(=O)NC1,6,9,0.2,0.5
CC(C)(C)N(Cc1ccccc1)C(=O)COC(=O)c1ccc([N+](=O)[O-])o1,13,2,-0.3,2.8
CCOC(=O)COc1ccc(C2NC(=S)NC(C)=C2C(=O)OC)cc1OC (centres undefined),-1,0,-0.1,0.9
Cc1ccc(C(=O)N/N=C\c2cc3c(cc2Cl)OCO3)cn1,-4,10,-0.2,4.6
Cc1[nH]c2ccccc2c1/C=N/NC(=O)c1cccc(O)c1,-13,-16,0.1,-0.8
CN(C)CC1CCCCC1OC(=O)/C=C/c1ccccc1 (centres undefined),-4,-2,0.0,-1.2
CCOC(=O)C1=NN(c2ccc(Cl)cc2)C2C(=O)N(c3ccccc3Cl)C(=O)C12 (centres undefined),14,-7,0.2,-0.3
COc1ccc(Cl)cc1NC(=O)CSc1nc2ccccc2n1S(=O)(=O)c1ccc(Cl)cc1,-1,-5,0.1,1.4
O=C1CSC(c2cccc(F)c2)N1c1ccc(Oc2ccccc2)cc1 (centres undefined),3,-3,-0.2,-0.3
CC(C)n1c(=S)[nH]c2ccc(F)cc2c1=O,5,-15,-0.2,1.2
CC1CN(Cc2c(O)ccc3c(=O)c(Oc4ccc5ccccc5c4)c(C(F)(F)F)oc23)CC(C)O1 (centres undefined),-9,3,-0.1,-0.3
COc1ccc(C2NC(=S)NC(C)=C2C(=O)Nc2ccc(Cl)cc2)cc1 (centres undefined),16,-8,-0.1,0.1
COc1ccccc1NC(=O)COc1ccc(/C=N/n2cnnc2)cc1OC,-1,-3,-0.1,2.7
O=C1C2C3C=CC(C4CC34)C2C(=O)N1C1CCCCC1 (centres undefined),3,0,0.1,1.4
CCOC(=O)C(CC(C)C)N(Cc1ccccc1F)S(=O)(=O)c1ccc(Br)cc1 (centres undefined),8,-11,0.1,2.5
O=C(CN1CCc2nc(N3CCCC3)[nH]c(=O)c2C1)Nc1ccc2c(c1)OCCO2,9,1,-0.1,0.4
COc1ccc(-c2noc(C3CCN(S(=O)(=O)c4ccccc4)CC3)n2)cc1OC,6,-9,-0.2,-2.2
O=C(COc1ccc([N+](=O)[O-])cc1)Nc1ccc2ccccc2c1,4,-41,-0.1,-0.8
O=C(NCc1ccc(F)cc1)c1cccnc1SCc1cccc(Br)c1,0,5,0.0,0.6
OCCNc1nc(-c2ccccc2)nc2c1ncn2-c1ccsc1,42*,-3,0.2,2.3
Clc1ccc(OCCN2CCNCC2)c2ccccc12,-14,7,0.0,0.2
COC(=O)c1sccc1NC(=O)c1cc(-c2ccc(OC)c(OC)c2)nc2ccccc12,6,10,0.1,-0.8
CNCCCNC(=O)c1ccc(/C=N/O)nc1,-5,21,0.0,-1.0
COC(=O)c1ccc(C2NC(=O)c3c(sc4c3CCC(C)C4)N2)cc1 (centres undefined),-12,-9,0.1,0.5
O=C(CCCOc1ccc(Cl)cc1Cl)Nc1ncn[nH]1,-7,-10,-0.1,-0.5
COC(=O)Nc1nc2ccc(C(=O)c3cccs3)cc2[nH]1,56*,7&25&20,0.0&0.3&0.1,-0.9&-0.6&-0.6
O=C(Nc1cccc(F)c1)c1oc(=O)c2ccccc2c1-c1ccccc1,4,3,0.1,-2.0
Fc1ccc(-c2ccc(/C=N/n3cnnc3)[nH]2)cc1,-5,14,0.0,0.3
Cc1ccc([N+](=O)[O-])cc1NC1CC(O)C(CO)O1 (centres undefined),8,15,0.0,1.2
CC(=O)c1cccc(NC(=O)CSc2nnc3c4ccccc4n(C)c3n2)c1,-3,-16,0.2,0.7
CC1(C)C2([N+](=O)[O-])CN3CC1([N+](=O)[O-])CN(C2)C3C(O)C(O)C(O)C(O)CO (centres undefined),5,0,0.2,0.2
CCOc1cc2oc(=O)cc(C)c2cc1OCC,2,-55,0.0,-0.3
COc1cc(CN2CCC(c3nc(-c4ccc5c(c4)OCO5)no3)CC2)cc(OC)c1,-10,19,0.4,0.5
CC(C)N(CCNc1nc(N2CCOCC2)nc2c1ncn2Cc1ccc(C(F)(F)F)cc1)C(C)C,19,-1,0.0,0.5
Cc1cc(O)c(C2=NCCSC(c3ccccc3)C2)c(=O)o1 (centres undefined),2,-10,0.1,-0.6
Cc1nn(C)c(C)c1NC(=O)c1ncoc1-c1ccc(F)cc1,0,10,1.4,-0.7
O=C(CSc1nc(-c2cccc([N+](=O)[O-])c2)cs1)N1CCOCC1,5,8,-0.5,1.6
N#C/C(=C\c1ccc(-c2ccccc2Br)o1)C(=O)NCCO,-14,5,0.1,-0.4
O=C(CCCc1ccccc1)Nc1cc(C(=O)O)cc(C(=O)O)c1,1,-1,-0.1,2.1
Fc1ccc(Nc2nc(-c3ccccc3)nc3c2oc2ccccc23)cc1,3,3,-0.1,0.6
CCN1CCN(C(=S)Nc2ccccc2Br)CC1,-6,1,0.2,0.6
COc1cc(C=C2C(=O)N(C)C(=S)N(C)C2=O)cc(Cl)c1OCC(=O)O,-3,22,-0.1,1.2
Cc1ccc(-c2csc(=S)n2CC(=O)O)cc1,-1,-11,-0.1,0.0
O=c1cc(Cl)c2cc3c4c(c2o1)CCCN4CCC3,14,-18,0.9,1.3
C/C(=N/NC(N)=S)C1C(=O)c2ccccc2C1=O,10,-11,-0.1,3.9
COc1ccccc1Nc1cc(C(=O)NCCCN2CCOCC2)c2ccccc2n1,17,4,0.7,-0.6
O=C(NCc1ccco1)c1ccc2nc(-c3cccs3)c(-c3cccs3)nc2c1,3,18,0.5,-1.5
Cc1nn(C)c(C)c1-c1nc(NCCCN2CCCC2=O)c2ncn(-c3ccccc3)c2n1,18,-7,0.1,0.0
O=C(CCc1ccccc1)Nc1c2c(nn1-c1ccc(Cl)cc1)CSC2,2,8,0.1,-0.3
O=S(=O)(NCCSc1ccccc1)c1ccc2ccccc2c1,12,9,0.0,-2.5
# The list continues:
SMILES,TEAD-YAP inh,MITF primary,FBW7 act,GPR151 ag
O=C(NCc1ccccc1)c1cnc(Nc2ccc(N3CCOCC3)cc2)s1,-12,2,0.0,4.3
CCOC(=O)c1cnc2ccc(OCC)cc2c1N1CCCC1,7,-7,-0.1,-0.5
CN(Cc1ccccc1)Cc1ccccn1,-4,54*,-0.3,0.6
O=C(Cn1ncc2c1-c1ccccc1OC2)Nc1ccccc1Cl,13,2,0.4,1.1
COc1ccccc1NCn1c(=O)sc2ccccc21,12,5,0.1,-0.3
CCCOC(=O)c1c(NC(=O)Cn2nc([N+](=O)[O-])cc2C)sc2c1CCCC2,-4,-1,0.0,0.6
CC(C)Oc1ccc(C(=O)Nc2ccc3oc(-c4ccncc4)nc3c2)cc1,4,-4,0.0,1.1
COCCNC(=O)CSc1nc2ccccc2c(=O)n1CC1COc2ccccc2O1 (centres undefined),-2,14,0.4,0.5
Cc1ccc(NC(=O)c2cc(S(=O)(=O)N3CCc4ccccc4C3)ccc2F)cc1C,4,2,-0.1,4.6
Nc1ccc2nc(-c3ccccc3)sc2c1,85*,10,2.7*,-7.9
Cc1cc(=O)oc2cc(NC(=S)NCc3ccccn3)ccc12,-19,12,-0.2,-1.7
COC(NC(=O)c1ccc(Cl)cc1)C(Cl)Cl (centres undefined),-13,-14,0.0,1.1
N#CC1(Nc2ccc(Br)cc2)C(=O)Nc2ccccc21 (centres undefined),12,13,0.2,-1.1
O=C(O)COc1ccc2nccnc2c1,-2,-3,0.0,-0.6
CCC1(CC)Cc2ccccc2C2=C(C(=O)N3CCOCC3)C(=O)C(=O)N21,-4,7,-0.1,3.3
Cc1cc(N=Cc2c(O)ccc3ccccc23)no1,9,5,0.3,-1.4
O=C(NCCCN1CCOCC1)C(=O)NCc1ccccc1,1,7,0.1,0.1
CCOC(=O)NC(Nc1cccnc1Cl)(C(F)(F)F)C(F)(F)F,-3,18,0.0,1.0
CC(=O)c1ccc(NC(=O)CSC2=C(C#N)C(c3ccc(C)o3)C3=C(CCCC3=O)N2)cc1 (centres undefined),-21,-13,-0.2,-0.6

# Filtered by structure: the entries above containing an NH in an aromatic ring
SMILES,TEAD-YAP inh,MITF primary,FBW7 act,GPR151 ag
O=C(N/N=C\c1ccc(F)cc1)c1cccc2cc[nH]c12,-5,11,0.5,0.0
CN(Cc1ncc[nH]1)C(=O)c1ccc(-c2ccc(F)cc2)nc1N1CCCC(CO)C1 (centres undefined),-7,13,0.1,-0.3
CCc1ccc(NC(=O)CSc2nc3n[nH]c(C)c3c(=N)n2-c2cccc(OC)c2)cc1,30,1,0.2,3.8
Cc1cc2[nH]c(=O)c(=O)[nH]c2cc1S(=O)(=O)N(C)C1CCCCC1,6,-9,-0.2,-0.8
CCOCCCNC(=O)c1c[nH]c2ccc(S(=O)(=O)N(C)c3ccc(Br)cc3)cc2c1=O,1,0,-0.1,0.5
Cc1nc(NC2CCN(CC(=O)Nc3ccc4c(c3)OCCO4)CC2)[nH]c(=O)c1C,-5,-22,0.9,-0.3
Cc1[nH]c2ccccc2c1/C=N/NC(=O)c1cccc(O)c1,-13,-16,0.1,-0.8
CC(C)n1c(=S)[nH]c2ccc(F)cc2c1=O,5,-15,-0.2,1.2
O=C(CN1CCc2nc(N3CCCC3)[nH]c(=O)c2C1)Nc1ccc2c(c1)OCCO2,9,1,-0.1,0.4
O=C(CCCOc1ccc(Cl)cc1Cl)Nc1ncn[nH]1,-7,-10,-0.1,-0.5
COC(=O)Nc1nc2ccc(C(=O)c3cccs3)cc2[nH]1,56*,7&25&20,0.0&0.3&0.1,-0.9&-0.6&-0.6
Fc1ccc(-c2ccc(/C=N/n3cnnc3)[nH]2)cc1,-5,14,0.0,0.3
